# RPL19A TOR yeast: yeast TOR pathway RPL19A-GFP modulation; percent response vs DMSO, % at 10 µM; S. cerevisiae RPL19A-GFP strain, flow cytometry, 3 h; active compounds read low; 330,000 tested, 0.3% active;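 active = percent response vs DMSO below 50%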;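 also: median channel GFP fluorescence of the barcoded RPL19A-GFP strain; ratio of sample median GFP to plate DMSO average so 100% = DMSO; lower means less RPL19A-GFP as with rapamycin TOR inhibition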
# CR mimetic SO: lowers age-related superoxide in aged yeast cells; S. cerevisiae aged cells, superoxide DHE fluorescence; active compounds read low; superoxide response (% of plate mean), % at 10 µM; 330,000 tested, 0.18% active; AID 2690;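 active = superoxide response under a set limit, about three screen SD below normal, cut at about 65% in these data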;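 also: yeast aged for seven days with compound at 30 °C before DHE staining; 100% = average MFI of all compound-treated wells on the plate with controls excluded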
# AHR activator: activates the human aryl hydrocarbon receptor | 320,000 tested, 2.5% active | P35869 | activation, % at 5 µM | AHR-responsive luciferase reporter cells, luminescence; in the data active = activation above about 47%;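 also: 0% = vehicle wells and 100% = reference agonist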
# LAP4-GFP MLPCN: modulators of TOR pathway LAP4-GFP in S. cerevisiae | S. cerevisiae LAP4-GFP multiplex, flow cytometry GFP, 3 h; median GFP as percent of DMSO wells | GFP response vs DMSO, % at 10 µM | 320,000 tested, 0.34% active | AID 2023;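 active = GFP response vs DMSO above a set limit, about the screen mean plus 3 SD, cut at about 150% in these data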
# proCasp7 act: activates human procaspase-7, counter-screen for procaspase-3 activators; P55210; recombinant procaspase-7, Ac-DEVD-pNA absorbance 405 nm; D23A/D198A/D206A triple mutant, cannot self-cleave; scale: DMSO 0, 5 µM enzyme 100; activation, % at 8.5 µM; 330,000 tested, 0.093% active;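 active = percent activation above the screen-wide mean plus 3 SD, cut at about 25% in these data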
# Target sequence (P55210 whole entry D23A/D198A/D206A): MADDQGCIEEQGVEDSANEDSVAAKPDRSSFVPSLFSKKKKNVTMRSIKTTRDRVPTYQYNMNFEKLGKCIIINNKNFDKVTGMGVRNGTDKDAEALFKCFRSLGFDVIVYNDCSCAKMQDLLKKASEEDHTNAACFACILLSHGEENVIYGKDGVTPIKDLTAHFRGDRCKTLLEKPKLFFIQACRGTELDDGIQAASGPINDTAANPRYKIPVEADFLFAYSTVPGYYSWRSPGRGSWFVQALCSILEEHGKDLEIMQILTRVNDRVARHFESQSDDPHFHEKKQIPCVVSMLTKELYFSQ
#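 signal = Epi-absorbance of released pNA at 405 nm, two timepoints | assay system = Uncleavable procaspase-7 mutant enzyme | reagent = Ac-DEVD-pNA substrate, 400 µM as added | times = 1 h enzyme–compound preincubation and 2 h substrate reaction, both 25 °C | benchmarks = low DMSO alone, high DMSO plus 5 µM PC-7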
# procasp3 activ: activators of human procaspase-3; recombinant procaspase-3 D3A, Ac-DEVD-pNA absorbance 405 nm; P42574; 330,000 tested, 0.11% active; AID 463141; activation, % at 8.5 µM;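 active = activation above the mean of all tested compounds plus 3 SD, cut at about 21% in these data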;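 also: 0% = DMSO alone and 100% = DMSO wells spiked with extra 5 µM PC-3 D3A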
# Target sequence (P42574 whole entry D9A/D28A/D175A): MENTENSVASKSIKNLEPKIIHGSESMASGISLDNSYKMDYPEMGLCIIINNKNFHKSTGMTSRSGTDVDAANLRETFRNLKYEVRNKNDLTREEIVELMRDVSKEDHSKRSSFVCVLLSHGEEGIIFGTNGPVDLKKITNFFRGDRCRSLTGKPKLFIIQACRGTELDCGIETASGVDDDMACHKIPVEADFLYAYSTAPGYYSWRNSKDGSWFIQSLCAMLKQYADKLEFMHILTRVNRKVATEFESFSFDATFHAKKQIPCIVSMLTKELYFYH
#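 Test system: Procaspase-3 D3A mutant; medium: Zinc-free HEPES/NaCl buffer with 0.01% Triton X-100 at pH 7.4; reagent: DEVD-pNA substrate; doses: one concentration, 8.5 µM nominal, 0.8% DMSO; times: 1 h preincubation plus 2 h reaction at 25 °C; signal: Epi-absorbance at 405 nm of released p-nitroaniline, 0 and 120 min; replicates: singlicate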
# JMJD2C inh: blocks human GASC-1 demethylase activity | GST-JMJD2C(1-420) H3K9me3 demethylation, DELFIA europium | 330,000 tested, 0.069% active | Q9H3R0 | inhibition, % at 2.35 µM;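 active = more than half of a compound's replicate wells show inhibition beyond 50%, single wells judged on their own value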;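 also: signal counts dimethyl H3K9 product captured on neutravidin plate; 0% = median of DMSO wells and 100% = 0.3 times that DMSO median; strong numbers were not always called active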
# Target sequence (Q9H3R0 1-420 limits assumed): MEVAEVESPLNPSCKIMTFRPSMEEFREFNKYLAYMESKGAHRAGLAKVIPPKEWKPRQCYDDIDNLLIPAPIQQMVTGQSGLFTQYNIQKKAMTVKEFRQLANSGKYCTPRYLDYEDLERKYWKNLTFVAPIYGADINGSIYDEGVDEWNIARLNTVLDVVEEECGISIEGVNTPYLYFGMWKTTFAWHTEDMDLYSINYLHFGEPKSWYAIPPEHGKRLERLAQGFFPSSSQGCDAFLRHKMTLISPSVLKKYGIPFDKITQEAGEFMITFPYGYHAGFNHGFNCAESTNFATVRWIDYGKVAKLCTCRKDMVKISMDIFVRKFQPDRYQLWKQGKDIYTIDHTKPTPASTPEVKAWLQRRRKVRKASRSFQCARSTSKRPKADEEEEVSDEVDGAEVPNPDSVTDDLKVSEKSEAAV
# MEP2 TOR yeast: modulators of TOR pathway MEP2-GFP in S. cerevisiae; S. cerevisiae MEP2-GFP strain, flow cytometry GFP, 3 h; 100% = DMSO control level; GFP response vs DMSO, % at 10 µM; 330,000 tested, 0.51% active; AID 2016;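 active = GFP response versus DMSO above a set limit, roughly screen mean plus 3 SD, cut at about 180% in these data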;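 also: median GFP fluorescence of the barcode-gated MEP2-GFP cells per well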
# * marks the source's active call; other numbers are inactive results; i = inactive; [ ] = dose if it differs, or a comment. Compounds were not picked by outcome; 3.8% or so of the library scored in one or more.
molecule	RPL19A TOR yeast	CR mimetic SO	AHR activator	LAP4-GFP MLPCN	proCasp7 act	procasp3 activ	JMJD2C inh	MEP2 TOR yeast
Cc1ccccc1OCCC(=O)Nc1ccc(S(=O)(=O)N(C)C2CCN(C)CC2)cc1	93	91	-3	98	1	3	-6	93
CCCSc1ccc(-c2nn(-c3ccccc3)cc2/C=C(/C#N)C(=O)N2CCOCC2)cc1	99	89	-1	102	21	9	6	106
O=C(/C=C/c1ccc([N+](=O)[O-])cc1)NCc1ccccn1	105	99	18	95	10	-3	1	101
CCOC(CNC(=O)C(=O)Nc1cc2c3c(c1)CCN3C(=O)CC2)OCC	111	83	1	104	-1	1	-7	113
O=C(Nc1ccc(Cl)cc1)Nc1ccc(N2CCOCC2)cc1	100	87	12	104	10	4	3	102
NS(=O)(=O)c1ccc(NC(=S)NC(=O)c2ccc3c(c2)OCO3)cc1	98	94	10	100	12	-8	3	96
COc1ccccc1NC(=O)c1ccc(CN(c2cc(Cl)ccc2C)S(=O)(=O)c2ccccc2)cc1	101	109	-2	103	-3	-1	6	101
CC(=O)N(CCN1CCOCC1)Cc1cc2cc3c(cc2nc1Cl)OCO3	107	96	9	94	-6	-1	8	100
CCOC(=O)N1CCN(C(=O)c2ccc(C)c(S(=O)(=O)N3CCCCC3)c2)CC1	105	101	5	89	-6	-1	-39	145
O=C(Nc1ccccc1NC(=O)C1CCCO1)c1ccco1 (stereo unspecified)	102	105	3	95	0	4	2	102
CNC(=O)c1c(NC(=O)c2cccc(N3C(=O)CCC3=O)c2)sc2c1CCC2	103	106	6	108	1	3	11	109
C[N+]1(C)CCCC(OC(=O)C(O)(c2ccccc2)c2ccccc2)C1 (stereo unspecified)	100	106	0	106	2	-2	3	99

# More entries follow:
molecule	RPL19A TOR yeast	CR mimetic SO	AHR activator	LAP4-GFP MLPCN	proCasp7 act	procasp3 activ	JMJD2C inh	MEP2 TOR yeast
CCCCn1c(C(C)NC(=O)c2cccs2)nc2ccccc21 (stereo unspecified)	97	104	1	97	0	-13	5	101
C[n+]1cc(C(=O)N2CCCCC2)ccc1/C=C/c1c[nH]c2ccccc12	93	103	15	98	-18	-6	-39	108
COc1cccc(NS(=O)(=O)c2ccc3c(c2)CCN3C(C)=O)c1	101	99	1	91	15	5	2	109
CC1(C)CC2(CCO1)CNC(=O)O2 (stereo unspecified)	99	96	0	103	-4	-11	1	101
Cn1c2ccccc2c2ncn(CCC3=CCCCC3)c(=O)c21	101	95	7	104	3	5	10	107
CCn1c(-c2ccncc2)n[nH]c1=S	93	95	-1	92	-1	-17	10	94
CCCCSc1cc(=O)[nH]c(N)n1	96	111	2	102	7	-5	-1	86
O=C(CCC(=O)Nc1cccc([N+](=O)[O-])c1)NCc1ccccc1	98	109	1	94	7	1	7	113
Cc1nc2c(C)cccc2c2c1COC2	93	97	0	94	-17	-4	-8	87
CC(Sc1nnc(C2CC2)n1C1CC1)C(=O)N(C)Cc1cccc(F)c1 (stereo unspecified)	99	78	0	99	-6	8	-1	97
CC(=C/c1ccco1)/C=N/NC(=O)c1nnn(-c2nonc2N)c1CN(C)C	99	76	0	90	7	3	-4	99
Cc1cc(OCC(=O)OCC(=O)N(C)Cc2ccccc2C)ccc1Cl	99	114	0	104	-6	-3	6	102

# Carrying on:
molecule	RPL19A TOR yeast	CR mimetic SO	AHR activator	LAP4-GFP MLPCN	proCasp7 act	procasp3 activ	JMJD2C inh	MEP2 TOR yeast
N/C(=N\OC(=O)Cc1ccccc1)c1ccc([N+](=O)[O-])cc1	105	111	-7	89	9	-1	-6	102
Clc1cccc(Cl)c1C[n+]1ccc2ccccc2c1	102[may fluoresce violet]	104	1	81[may fluoresce violet]	-2	3	4	92[may fluoresce violet]
Cc1ccnc(NC(=O)c2ccc3c(c2)NC(=O)C(C)S3)c1 (stereo unspecified)	98	103	-7	106	0	9	10	105
O=C(O)CCCCCN1C(=O)CSC1=S	107	104	-17	106	-23	-19	-1	103
Cc1ccc(OCC(=O)Nc2cccc(S(=O)(=O)N3CCCCCC3)c2)cc1C	101	101	2	112	0	5	-2	102
CC(C)CN(C(=O)CSc1ncnc2ccccc12)C1CCS(=O)(=O)C1 (stereo unspecified)	101	86	4	99	15	2	-1	101
CCOC(=O)N1CCN(C(=O)c2ccc3c(c2)N=C(C)c2cc(Cl)ccc2S3)CC1	96	111	0	89	2	-3	-2	102
O=C(NN1C(=O)/C(=C/c2cccs2)SC1=S)c1ccccc1	107	86	1	104	-9	-31	7	106
CCn1c(COc2ccccc2C)nnc1SCC(=O)Nc1cc(C)on1	91	108	0	91	8	1	-13	91
O=C1CC(SCCc2nc3ccccc3[nH]2)C(=O)N1c1ccc(Cl)cc1 (stereo unspecified)	97	93	3	101	-11	-17	-4	100
CC1Cc2ccccc2N1C(=S)NC(=O)c1ccco1 (stereo unspecified)	92	96	2	95	-21	-10	i	91
COc1ccc(-c2csc(N3CCN(c4cc(C)nc5ccccc45)CC3)n2)cc1OC	99	106	7	90	-7	4	9	93

# Later entries.
molecule	RPL19A TOR yeast	CR mimetic SO	AHR activator	LAP4-GFP MLPCN	proCasp7 act	procasp3 activ	JMJD2C inh	MEP2 TOR yeast
CC(C)CC1Nc2ncnc(N3CCCCC3)c2N(Cc2ccc(Br)cc2)C1=O (stereo unspecified)	100	94	5	110	2	-3	6	92
CC(=O)c1cccc(NC(=S)N2CCN(c3ccccn3)CC2)c1	121	107	2	90	2	-3	13	108
CC(C)C(=O)Nc1ccc(C(=O)NNC(=O)c2ccco2)cc1	102	96	0	100	-18	4	-11	107
O=C(Nc1nccs1)c1ccc(COc2ccccc2)o1	103	99	22	95	1	-4	0	103
O=C(NCCCNC(=O)c1ccc(Cl)cc1Cl)c1ccco1	102	90	2	93	0	1	8	94
CC1CCN(C(=O)C(C)Sc2nc(-c3ccccc3)cc(C(F)(F)F)n2)CC1 (stereo unspecified)	98	116	-1	103	12	5	-4	103
Cc1ccc(C(=O)NCCNC(=O)c2ccco2)cn1	98	103	-1	105	8	3	10	104
Cc1cc(C)n(-c2nncn2/N=C/c2ccccc2F)n1	98	98	6	99	15	-14	-9	106
CC1CCN(c2ccc(C(=O)Nc3ccc4c(c3)OCO4)cc2[N+](=O)[O-])CC1	109	83	41	107	11	0	-6	111
CC(C)(C)n1nnnc1C(c1cccnc1)N1CCOCC1 (stereo unspecified)	100	98	-1	111	10	-1	1	100
Cc1ccc(Cn2c(C3CCCN3c3nc(-c4ccc(F)cc4)cs3)nc3cc(C(F)(F)F)ccc32)cc1 (stereo unspecified)	101	102	25	119	-7	-7	5	96
CCC(=O)N1CCN(c2ccc(Cl)cc2NC(=O)c2ccc(N3CCCC3)c([N+](=O)[O-])c2)CC1	94	104	-4	127	13	5	1	101

# Some of these compounds in order of their number in JMJD2C inh, falling:
canonical_smiles	JMJD2C inh
CC(C)(C)n1nnnc1C(c1cccnc1)N1CCOCC1 (stereo unspecified)	1
CC1CCN(C(=O)C(C)Sc2nc(-c3ccccc3)cc(C(F)(F)F)n2)CC1 (stereo unspecified)	-4
CC(C)C(=O)Nc1ccc(C(=O)NNC(=O)c2ccco2)cc1	-11

# (list continues)
molecule	RPL19A TOR yeast	CR mimetic SO	AHR activator	LAP4-GFP MLPCN	proCasp7 act	procasp3 activ	JMJD2C inh	MEP2 TOR yeast
Cc1ccc(NC(=O)N2CCC(C(=O)Nc3ccc(C)cc3C)CC2)cc1	95	102	3	91	1	-7	4	97
Cc1cc(C)n(CC(=O)Nc2ccc(N3CCOCC3)c(Cl)c2)c(=O)c1C#N	107	86	-2	92	-3	6	1	104
COc1ccc(-c2ccc3c(c2)S(=O)(=O)c2cccc(C(=O)NC4CCCCC4)c2C3=O)cc1OC	92	102	3	90	-7	3	-4	91
Clc1ccccc1OCc1nc(-c2ccccn2)no1	96	77	-4	100	-6	5	-4	106
COc1ccc(C)cc1-n1c(SCC(=O)NC2CC2)nc2ccccc2c1=O	91	103	1	96	-3	1	-4	96
O=C(O)C1=C[C@H](c2ccc(C(F)(F)F)cc2)C[C@H](OCc2ccc(CO)cc2)O1	98	104	5	134	-10	-7	-9	95
c1cc(-c2noc(CCC3CCCC3)n2)ccn1	104	101	2	100	2	-3	3	100
CCOC(=O)c1cc(CC)sc1/N=C/C1=C(O)CC(C)(C)CC1=O	99	107	2	84	-3	-2	-9	73
O=C(CN(C(=O)c1csnn1)c1ccc(F)c(Cl)c1)NCc1ccccc1	98	95	2	99	1	-3	4	98
COc1cc(NC(=O)c2cccc(Cl)c2)ccc1NC(=O)c1cccs1	113	118	25	105	0	2	8	95
COC(=O)CCC(=O)OC1(C)C(=O)C=C2C=C3CCCN3C=C2C1=O (stereo unspecified)	103	86	0	104	-19	-14	-5	100
COc1cccc(NC(=O)Cc2nnc(SCCOc3ccccc3)n2C)c1	94	111	4	95	3	4	0	103

# (further entries)
molecule	RPL19A TOR yeast	CR mimetic SO	AHR activator	LAP4-GFP MLPCN	proCasp7 act	procasp3 activ	JMJD2C inh	MEP2 TOR yeast
COc1cc(C2c3c(n[nH]c3C)C(=O)N2c2ccc(C)cc2)ccc1O (stereo unspecified)	97	95	1	96	6	4	0	98
CCc1ccc(C(=O)Cn2ncc(Cl)c(Cl)c2=O)cc1	53[may fluoresce violet]	103	2	83[may fluoresce violet]	-8	-11	9	196*[may fluoresce violet]
CCOC(=O)C1CCN(C(=O)C2(NC(=O)Nc3ccc(F)cc3F)CCCCC2)CC1	102	85	1	96	-11	5	-8	107
C/C(=N\NC(=O)c1ccc2nc[nH]c2c1)c1ccc([N+](=O)[O-])cc1	97	93	9	106	5	6	-5	101
O=C(N/N=C/c1ccccc1F)c1ccccc1OCc1ccccc1	102	102	2	95	6	4	0	102
CC(C)(C)c1ccc(/C=C/C(=O)Nc2ccncc2)cc1	108	112	6	109	9	11	-4	105
Cn1ccnc1SCc1ccc(Cl)cc1Cl	102	105	2	101	-8	-3	10	101
CCN1C(=O)[C@@H]2[C@@H](c3ccc(-c4ccc(F)cc4)cc3)N3CCC[C@@]3(C(=O)OC)[C@@H]2C1=O	98	91	-5	101	-13	2	-3	98
CCOC(=O)C1=C(C)NC(SC)=NC1c1ccc(OC)cc1 (stereo unspecified)	93	104	-2	93	-4	5	23	107
COc1ccc(/C=C2\SC(=O)N(CC(=O)NNC(=O)c3ccccc3O)C2=O)cc1	96	116	10	91	12	8	6	72
COc1ccc(NC(=O)CN2CCN(S(=O)(=O)c3ccc(Br)cc3)CC2)c(OC)c1	101	108	-2	99	-3	4	-4	102
COCCNC(=O)Cn1cc(S(=O)(=O)N2CCN(c3ccccc3F)CC2)c2ccccc2c1=O	88	96	2	89	-3	4	-27	92

# The list goes on.
molecule	RPL19A TOR yeast	CR mimetic SO	AHR activator	LAP4-GFP MLPCN	proCasp7 act	procasp3 activ	JMJD2C inh	MEP2 TOR yeast
COc1ccc(-n2c(-c3ccc(F)cc3)cnc2SCC(=O)NCc2ccco2)cc1	99	88	2	94	-2	6	1	101
C#CC(=O)CCC1CCCN1C(=O)OC(C)(C)C (stereo unspecified)	98	86	-2	95	3	-5	15	95
Cc1ccc(C)c(N(CC(=O)NCCC2=CCCCC2)S(C)(=O)=O)c1	104	116	3	99	-5	3	7	105
CCOc1ccccc1OCCC(=O)OCC(=O)Nc1c(C)cc(C)cc1C	88	93	-1	102	-3	-7	-6	92
N#C/C(=N\Nc1cccc(F)c1)C(=N)N1CCCCCC1	97	80	28	94	-14	0	-2	96
